Screening results: PubChem, Sanford-Burnham Center for Chemical Genomics
A3A deaminase: blocks human APOBEC3A ssDNA deamination | recombinant A3A, FAM/TAMRA ssDNA deamination fluorescence | 330,000 tested, 0.41% active | inhibition, % at 20 µM | AID 493011;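 active = at least 40% inhibition at 20 µM here, with at most 30% in a related deaminase screen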;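 note: plate controls were A3A with DMSO for no effect and wells lacking A3A enzyme for full effect; some results filed as inactive read as strong as hits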
Target sequence (P31941 whole entry, looked up): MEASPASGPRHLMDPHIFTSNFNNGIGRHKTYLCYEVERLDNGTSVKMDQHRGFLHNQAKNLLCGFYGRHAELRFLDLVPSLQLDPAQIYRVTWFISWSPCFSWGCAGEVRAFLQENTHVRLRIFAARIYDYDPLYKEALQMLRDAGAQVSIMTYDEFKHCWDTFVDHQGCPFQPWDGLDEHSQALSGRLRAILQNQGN
hIAP act: human IAP activation. purified human IAP, CDP-Star luminescence, 30 min; stronger effect = higher value; 1 = vehicle-only enzyme, 0 = enzyme-free background. activation factor at 10 µM. P09923. AID 2524. 330,000 tested, 0.16% active;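 active = activation factor of the enzyme at least 2-fold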; note: the source names both 10 and 20 µM as test concentration; values of inactives mirror those of a sister screen read the other way
Target sequence (P09923 whole entry, looked up): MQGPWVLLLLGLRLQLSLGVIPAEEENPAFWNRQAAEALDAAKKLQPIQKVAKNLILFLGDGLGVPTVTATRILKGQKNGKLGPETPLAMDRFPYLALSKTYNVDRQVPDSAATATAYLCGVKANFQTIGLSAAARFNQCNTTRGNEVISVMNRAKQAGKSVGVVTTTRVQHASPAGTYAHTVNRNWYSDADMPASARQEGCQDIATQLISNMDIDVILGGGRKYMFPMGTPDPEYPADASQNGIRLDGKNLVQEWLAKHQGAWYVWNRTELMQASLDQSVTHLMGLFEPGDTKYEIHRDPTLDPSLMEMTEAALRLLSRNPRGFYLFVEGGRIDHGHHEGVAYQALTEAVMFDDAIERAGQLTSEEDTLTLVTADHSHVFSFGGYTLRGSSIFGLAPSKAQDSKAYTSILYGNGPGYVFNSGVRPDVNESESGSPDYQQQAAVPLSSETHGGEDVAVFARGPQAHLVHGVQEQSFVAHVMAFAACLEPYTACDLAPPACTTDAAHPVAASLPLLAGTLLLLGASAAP
MPTP inh: inhibitors of mitochondrial permeability transition pore | inhibition, % at 10 µM | 360,000 tested, 1.4% active | isolated mouse mitochondria, Ca2+ swelling absorbance, 30 min | AID 602449;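 active = inhibition of 50% or more, scaled per plate between neutral and stimulator controls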;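 note: 0% = DMSO wells given calcium and 100% = 1 mM EGTA wells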
A3G deaminase: inhibitors of human APOBEC3G DNA deaminase; Q9HC16; inhibition, % at 20 µM; 330,000 tested, 0.28% active; recombinant A3G, ssDNA deamination FAM/TAMRA fluorescence;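 active = inhibition of at least 40% at 20 µM, with no more than 30% in the related APOBEC3A deaminase screen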;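 note: plate controls were DMSO wells with A3G for no effect and wells lacking A3G enzyme for full effect; some compounds called inactive have numbers as strong as hits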
Target sequence (Q9HC16 whole entry, looked up): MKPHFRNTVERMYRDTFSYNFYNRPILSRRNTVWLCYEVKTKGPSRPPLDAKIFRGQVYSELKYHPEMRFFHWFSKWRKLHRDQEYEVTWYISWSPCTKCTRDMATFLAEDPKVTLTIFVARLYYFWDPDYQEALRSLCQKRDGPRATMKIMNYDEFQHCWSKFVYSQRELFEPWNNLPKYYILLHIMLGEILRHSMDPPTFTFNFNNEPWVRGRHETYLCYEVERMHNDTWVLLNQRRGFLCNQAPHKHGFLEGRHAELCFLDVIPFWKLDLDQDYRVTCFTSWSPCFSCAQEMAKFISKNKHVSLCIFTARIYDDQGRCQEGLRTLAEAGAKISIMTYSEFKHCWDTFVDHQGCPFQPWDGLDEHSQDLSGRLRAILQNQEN
NR3A LBD binder: modulators (binders) of human NR3A ligand-binding domain; 340,000 tested, 2.5% active; Tm shift relative to glycine control, % at 25 µM; NR3A LBD differential scanning fluorimetry, Tm shift; 0% = protein alone, 100% = glycine-bound protein;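 active = melting temperature shift of at least 10% of the positive control shift, at one fixed dose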
mIAP activ: increases mouse intestinal alkaline phosphatase activity | activation factor at 10 µM | muIAP, CDP-Star luminescence, 30 min; stronger effect = higher value; 1 = vehicle-only enzyme signal, 0 = enzyme-free wells | 330,000 tested, 0.24% active;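 active = activation factor of at least 2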; note: the source names both 10 and 20 µM as test concentration; values of inactives mirror those of a sister screen read the other way
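Assay system: mouse IAP enzyme / Compound: DMSO-dissolved test compounds / Timing: 30 min, room temperature / Measured by: luminescence from enzymatic CDP-Star hydrolysis / Control set: DMSO-only wells, enzyme-free buffer wells as negative control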
MIN6 prolif: inducers of beta-cell replication in MIN6 cells; MIN6 cells proliferation, ATPlite luminescence, 48 h; cells starved in 0.2% serum; 100% = growth in 10% serum; proliferation, % at 10 µM; 330,000 tested, 0.29% active; AID 2380;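 active = compounds whose signal lies at least 3.5 SD above the mean of all wells on their plate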;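 note: 0% = DMSO-treated cells in low-serum medium and 100% = 10% serum control; some compounds called inactive have numbers as strong as hits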
hIAP block: blocks human intestinal alkaline phosphatase | P09923 | purified IAP, CDP-Star luminescence, 30 min | inhibition, % at 10 µM | 330,000 tested, 0.12% active | AID 2544;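 active = inhibition reaching a set limit with compound at 10 µM in the primary screen, cut at about 35% in these data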;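 note: plate controls were DMSO wells with enzyme for no effect and no-enzyme buffer wells for full effect; values of inactives mirror those of a sister screen read the other way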
mIAP inh: blocks mouse intestinal alkaline phosphatase. 330,000 tested, 0.2% active. inhibition, % at 10 µM. purified mouse IAP, CDP-Star luminescence, 30 min;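 active = inhibition of at least 40% at 10 µM in the primary screen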;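 note: plate controls were DMSO with enzyme for no effect and no enzyme wells for full effect; values of inactives mirror those of a sister screen read the other way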
The depositor's hits bear a star; / = not tested or not shown.

SMILES	A3A deaminase	hIAP act	MPTP inh	A3G deaminase	NR3A LBD binder	mIAP activ	MIN6 prolif	hIAP block	mIAP inh
C#CCOCCOCCOCCNc1nc(N2CCN(C(=O)C([C@@H](C)CC)n3cc(C(N)COC(=O)C(F)(F)F)nn3)CC2)nc(N2CCN(C(=O)[C@H](CCCCN)n3cc(C(N)CC(C)C)nn3)CC2)n1 (stereo partly specified)	-5	1	/	-5	3	0.99	4	-2	1
CCN1C(=O)[C@H]2[C@@H](c3ccc(C)cc3)N3C(=O)N(c4cccc(F)c4)C(=O)[C@@]3(C)[C@H]2C1=O	-1	0.98	-0.2	-5	2	1	-3	2	-2
O=C(O)c1cccnc1Nc1ccc(Cl)cc1	-2	0.91	-1.1	-7	0	1	-2	9	-3
O=C(COc1coc(CN2CCN(c3ccccc3)CC2)cc1=O)NCC1CCCO1 (stereo unspecified)	-2	1	0.1	-9	-1	1	-2	-4	-1
CN(C)CCOC(C1CCCCC1)C1CCCCC1	0	1.1	74*	-5	-2	0.98	4	-11	2
COc1ccc(-c2csc(NC(=O)CC(NC(C)=O)c3ccccc3)n2)cc1OC (stereo unspecified)	0	1.1	0.9	-3	-1	1.1	-1	-8	-7
CSCC[C@H](NC(=O)c1nn(C)c(=O)c2ccccc12)c1nc2ccccc2[nH]1	1	0.97	0.6	3	2	0.94	-1	3	6
Cc1ncc(CN2CCC(CO)(CCc3ccccc3)CC2)s1	4	1	0.1	0	0	0.91	-1	-2	9
CCC1C(=O)N=C(SCC(=O)Nc2ccc(C)cc2)N(c2ccccc2)C1=O (stereo unspecified)	-2	1	-1.6	-9	1	0.97	-3	0	3
COC(=O)c1sccc1-c1ccc(/C=N/OCc2c(Cl)cccc2Cl)o1	-3	0.92	2.5	-6	1	0.97	-1	8	3
Cc1ccc(NC(=O)CN2C(=O)NC3(CCCC3)C2=O)cc1S(=O)(=O)N1CCCCC1	-3	1	-0.7	-5	1	1	-2	-3	-1
CC(=O)Nc1cccc(C(=O)OCC(=O)Nc2nnc(-c3ccccc3)o2)c1	4	1	0.2	-5	2	0.88	0	-3	12
Cc1ccc(/C=N/Nc2cccc(C(=O)O)c2)s1	0	0.84	-0.9	-10	0	0.97	-2	16	2
CC(=O)c1sc(NC(=O)C2CSC3(C)CCC(=O)N23)nc1-c1ccccc1 (stereo unspecified)	-1	1	0.7	-10	-1	0.98	5	-2	2
O=C(c1cc(Cl)c(=O)n(Cc2ccccc2)c1)N1CCOCC1	-2	0.86	1.2	-2	-2	0.93	1	14	7
COc1ccc(C2(O)CCN(CC(=O)Nc3nc(-c4ccccc4)cs3)CC2)cc1	-2	1.2	-3.5	-1	-7	1.1	-3	-15	-7
c1csc(CCNc2ncnc3sc4c(c23)CCC4)c1	0	1.2	102*	-4	0	1.1	-6	-16	-14
O=C(O)C1CSC(c2coc3ccccc3c2=O)N1 (stereo unspecified)	-1	1.1	1.4	-8	-5	0.96	0	-13	4
C=CCOc1ccc(C2/C(=C(\O)c3c(C)[nH]c(C(=O)OC)c3C)C(=O)C(=O)N2CCN(C)C)cc1 (stereo unspecified)	-16	1.3	-1.5	-6	4	1	0	-30	-1
CCOC(=O)N1CCN(C(=O)c2ccc(-n3c(C)ccc3C)cc2)CC1	-2	0.84	-0.1	-8	-1	0.92	0	16	8
Cc1ccc(C)c(NC(=O)c2cnc3n(c2=O)CCS3)c1	0	1.1	-0.4	2	0	0.97	-4	-10	3
CCN(CC)C(=O)CN1CCC(n2c(C)nc3cc(C(F)(F)F)ccc32)CC1	-3	0.91	0.8	-2	5	1.1	-2	9	-6
C=CCN(Cc1nc(-c2ccccc2)no1)C(=O)c1ccoc1C	-3	1.1	-1.6	-7	14*	1.1	1	-13	-6
CN1C(=O)c2ccc(N(C)C)cc2C1=O	1	0.94	-1.2	-4	2	0.94	-1	6	6
O=C(CCCn1c(=S)[nH]c2ccsc2c1=O)NCCc1ccccc1	-4	1.2	-3.5	5	0	0.98	-3	-22	2
Cc1cc2ccccc2n2c(SCC(=O)N3CCOCC3)nnc12	3	1	-0.9	-1	0	1	0	-1	-2
C=CCn1c(SCc2csc(C)n2)nc2scc(-c3ccc(C)o3)c2c1=O	-1	0.92	0.0	4	3	1	-4	8	0
O=C(COC(=O)c1ccccc1NCCO)NCC1CCCCC1	8	1.1	3.9	-5	0	1.1	-2	-7	-9
CN1CCc2c1nc1ccccc1c2N (tested in a mixture with another compound)	2	0.61	2.8	-8	0	1	-2	38*	-1
CCCc1nnc(SCC(=O)N2CCCC(C)C2)n1CC1CCCO1 (stereo unspecified)	3	0.96	-1.6	-2	0	0.97	0	4	3

4 of the entries above in order of the MPTP inh value, falling.
compound | A3A deaminase | hIAP act | MPTP inh | A3G deaminase | NR3A LBD binder | mIAP activ | hIAP block | mIAP inh
O=C(COC(=O)c1ccccc1NCCO)NCC1CCCCC1 | 8 | 1.1 | 3.9 | -5 | 0 | 1.1 | -7 | -9
O=C(O)C1CSC(c2coc3ccccc3c2=O)N1 (stereo unspecified) | -1 | 1.1 | 1.4 | -8 | -5 | 0.96 | -13 | 4
Cc1ncc(CN2CCC(CO)(CCc3ccccc3)CC2)s1 | 4 | 1 | 0.1 | 0 | 0 | 0.91 | -2 | 9
C=CCN(Cc1nc(-c2ccccc2)no1)C(=O)c1ccoc1C | -3 | 1.1 | -1.6 | -7 | 14* | 1.1 | -13 | -6

More entries follow:
SMILES	A3A deaminase	hIAP act	MPTP inh	A3G deaminase	NR3A LBD binder	mIAP activ	MIN6 prolif	hIAP block	mIAP inh
Cc1cccc(-n2c(SCCC(=O)O)nnc2-c2cccs2)c1C	-3	1	-1.3	-5	-8	0.99	0	-3	1
COC(=O)c1cc(OC)c(OC)cc1NC(=O)CCc1ccc(C)o1	-4	0.9	5.9	-3	0	0.98	1	10	2
O=C(CSc1nnc(NC2CC2)s1)c1ccc[nH]1	-1	1	-1.8	1	-1	1	-3	-4	0
CC(=O)c1ccccc1-c1csc2ncnc(Sc3nnnn3C)c12	-2	1	-0.6	-7	0	0.94	-2	-1	6
Cc1cc(C(F)(F)F)n2nc(-c3cnn(C)c3C(F)(F)F)c(Br)c2n1	-2	0.86	0.2	-9	1	0.92	2	14	8
O=C(CSc1ccc(-c2ccccn2)nn1)Nc1ccccc1	-1	1	1.2	1	-2	0.95	-3	-2	5
CC(=O)Nn1c(-c2ccccc2)cc2ccccc21	-4	0.99	0.8	-4	0	0.96	-2	1	4
CN(CC(=O)Nc1ccc(Cl)cc1)CC(=O)Nc1cc(Cl)ccc1C#N	-3	1.7	2.8	-9	-6	0.98	-2	-71	2
O=c1c2ccccc2oc2nc(-c3cccs3)n(CCc3ccccc3)c(=O)c12	1	1.3	/	-1	/	0.93	0	-27	7
CC(=O)Nc1c(O)nc(SCC(=O)Nc2ccc(C(C)=O)cc2)[nH]c1=O	-1	1.2	-1.2	-5	-3	0.91	-1	-22	9
CCOC(=O)C1=C(C)NC(C)=C(C(=O)OCC)C1c1cn(-c2ccccc2)nc1-c1ccco1	-4	1	1.9	-7	-1	1.2	1	-1	-20
CCOC(=O)C1(Cc2cccc(OC)c2)CCCN(Cc2nccn2CC)C1 (stereo unspecified)	-4	1.2	1.6	-8	-1	1.1	-3	-25	-13
O=C(CSc1nnc(CNC(=O)c2cccc(C(F)(F)F)c2)o1)NC1CCCCC1	7	0.88	-0.7	-1	0	1.1	0	12	-12
Cn1cc(/C=N/n2cnc3scc(-c4ccccc4)c3c2=O)c2ccccc21	-4	0.87	0.6	-6	-2	0.93	-3	13	7
CS(=O)(=O)N(CCc1ccccc1)CC(=O)N1CCN(Cc2ccccc2)CC1	-1	1	-0.7	-1	-1	1.1	0	-2	-8
Cc1ccc2nc(N3C(=O)C(O)=C(C(=O)c4ccco4)C3c3cccs3)sc2c1 (stereo unspecified)	-3	0.95	1.8	-2	0	0.79	-4	5	21
CCC(C)(C(=O)NC1CCCC1)N(CC1CCCO1)C(=O)c1ccc2c(c1)OCO2 (stereo unspecified)	3	0.97	0.4	2	-1	1	0	3	-1
Cn1cccc1C(=O)NC(=O)COC(=O)c1cc([N+](=O)[O-])ccc1Cl	-7	0.87	-0.8	-8	1	0.97	1	13	3
O=C(CCNS(=O)(=O)c1cccc2nonc12)NC1CCCCC1	-1	1.1	-1.4	-2	1	1	0	-13	-1
C=CCNC(=O)/C=C/c1c(F)cccc1Cl	-2	1	-0.2	-6	-1	1.1	-1	-3	-5
Cc1cccc2sc(NC(=O)C3CC3)nc12	-4	1.3	-0.5	-2	-1	0.97	-4	-26	3
CCOc1ccc(N2C(=O)/C(=C/c3cccs3)N(CC(=O)OC)C2=S)cc1	-4	0.98	-1.8	-7	-2	0.82	-5	2	18
COc1ccc(CCN2C(=NC(=O)CC(C)C)SC3CS(=O)(=O)CC32)cc1OC (stereo unspecified)	-3	0.98	2.5	-1	0	1.1	0	2	-10
COc1ccc(-c2cc(=O)oc3cc(OC(=O)C4CCCCC4)c(Cl)cc23)cc1	1	0.92	7.3	-6	-8	0.89	-2	8	11
CCc1ccccc1NC(=S)N1CCN(c2cccc(OC)c2)CC1	-4	1.1	-1.8	-3	2	1.1	-2	-7	-8
O=C(COC(=O)C1CC(=O)N(Cc2ccccc2)C1)Nc1ccc(Cl)cc1F (stereo unspecified)	-2	1	0.4	9	0	1.2	0	-3	-15
COc1ccccc1/C=N/OC(=O)c1ccc(F)cc1	0	1	0.9	-4	2	0.93	-3	-4	7
CC(C(=O)Nc1ccc(O)cc1C(=O)O)N1C(=O)/C(=C\c2cccs2)SC1=S (stereo unspecified)	2	1.1	-1.2	10	9	0.81	-2	-10	18
CCOc1cc(Br)c(CC(=O)NC2CCCCCC2)cc1OCC	36	0.97	-0.7	1	3	1.1	-2	2	-6
O=C(NCC1CC1)[C@@H]1C[C@H]1[C@@H](NP(=O)(c1ccccc1)c1ccccc1)c1ccccc1	0	1.1	3.0	-6	-1	1.1	0	-9	-14
CN1C(=O)c2ccc(NC(=O)CCS(=O)(=O)c3ccccc3)cc2C1=O	4	0.97	4.5	2	0	0.98	-2	3	2
O=C(/C=C/NNC(=O)c1ccccc1O)c1ccccc1	-2	0.93	1.9	-9	0	0.79	-3	7	21
CCCC(=O)Nc1cc(S(=O)(=O)N(CC)CC)ccc1Cl	2	1.1	0.3	1	-1	0.94	0	-7	6
C=CCNC(=O)c1ccc2c(=O)n(CCCN3CCCC3=O)c(=S)[nH]c2c1	4	1.1	-0.2	-6	-1	1	-1	-6	0
CC(C)=C1C2CCC1C(C(=O)Nc1cc(C)cc(C)c1)C2C(=O)O (stereo unspecified)	-3	1	-1.0	-7	-2	1	2	0	-1
COc1ccc(-c2nnc(SCC(=O)Nc3ccc(C(=O)O)cc3)n2-c2ccc(Cl)cc2)cc1	-3	0.95	1.0	-9	-4	1	-1	5	-3
COC(=O)c1c(NC(=O)c2cccnc2Cl)sc(C(=O)N(C)C)c1C	0	0.81	-0.6	-8	0	0.95	0	19	4
COc1cc(C2C(C(=O)OC(C)C)=C(C)Nc3ncnn32)cc(OC)c1OC (stereo unspecified)	-3	1.1	0.1	-5	-2	1	2	-8	0
CC(C)C(NC(=O)c1ccc(C(C)(C)C)cc1)C(=O)NCC1(N(C)C)CCCCC1 (stereo unspecified)	-4	1	0.4	-14	2	0.99	1	0	1

Structural class: the compounds so far with bromine.
SMILES	A3A deaminase	hIAP act	MPTP inh	A3G deaminase	NR3A LBD binder	mIAP activ	MIN6 prolif	hIAP block	mIAP inh
Cc1cc(C(F)(F)F)n2nc(-c3cnn(C)c3C(F)(F)F)c(Br)c2n1	-2	0.86	0.2	-9	1	0.92	2	14	8
CCOc1cc(Br)c(CC(=O)NC2CCCCCC2)cc1OCC	36	0.97	-0.7	1	3	1.1	-2	2	-6
